STEP inh = STEP phosphatase inhibitors, primary screen, biochemical, fluorescence intensity, uHTS | Tyrosine-protein phosphatase non-receptor type 5 (Homo sapiens), P54829 | recombinant STEP, OMFP fluorogenic substrate | inhibition, % at 20 µM | hit rate 0.25% among 360,000 | AID 588621, 2011;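 active = inhibition at 20 µM, scaled per plate between control wells, above about 37%, limit read from the data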;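 note: 0% = DMSO with enzyme and substrate and 100% = substrate only without enzyme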
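medium = Bis-Tris buffer pH 6.0, 2.5 mM DTT, 0.005% Tween 20 | test system = STEP (striatal-enriched tyrosine phosphatase) enzyme, cell-free | measure = normalized % inhibition | compound dosing = 20 µM, 1% DMSO | also added = 25 µM OMFP | schedule = reaction 20 min, ambient temperature | measured by = fluorescence read at 480 nm ex / 540 nm em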
E coli Lon inh = inhibitors of E. coli Lon protease, primary screen, biochemical, fluorescence polarization | inhibition, % at 7.94 µM | purified E. coli Lon protease | hit rate 0.42% among 360,000 | AID 602123, 2011; in the data active = inhibition above about 13%, passing the limit was not always enough;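 note: 0% = enzyme with probe and DMSO and 100% = no enzyme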
LMPTP inh = LMPTP phosphatase inhibitors, primary screen, biochemical, fluorescence intensity, uHTS; Low molecular weight phosphotyrosine protein phosphatase (Homo sapiens), P24666; AID 651560, 2012; inhibition, % at 20 µM; recombinant LMPTP-A, OMFP fluorogenic substrate; hit rate 0.22% among 360,000;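 active = compounds that cut the enzyme signal by at least half of the control window in the single-dose screen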;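 note: plate controls were DMSO wells with enzyme plus substrate for no effect and substrate without enzyme for full effect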
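Buffer or medium: Bis-Tris pH 6.0, DTT, detergent; Assay system: LMPTP-A enzyme; Quantity: 0.625 nM enzyme; Detection: endpoint fluorescence intensity; Times: 50 min dark incubation at room temperature; Controls: substrate-only low control, DMSO enzyme-plus-substrate high control; Doses: single 20 µM dose; Read-out: percent inhibition versus substrate-only and uninhibited controls; Reagent: 400 µM OMFP.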
NRP1-CendR mod = modulators of CendR peptide binding to NRP-1, primary screen, biochemical, fluorescence polarization, uHTS; FAM-RPARPAR peptide binding to NRP-1; inhibition, % at 25 µM; hit rate 0.85% among 360,000;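 active = inhibition or corrected inhibition above about 18%, plus a signal ratio from 0.5 to 1.5, limit read from the data, passing the limit was not always enough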; note: strong numbers were not always called active
Target sequence (O14786 whole entry, looked up): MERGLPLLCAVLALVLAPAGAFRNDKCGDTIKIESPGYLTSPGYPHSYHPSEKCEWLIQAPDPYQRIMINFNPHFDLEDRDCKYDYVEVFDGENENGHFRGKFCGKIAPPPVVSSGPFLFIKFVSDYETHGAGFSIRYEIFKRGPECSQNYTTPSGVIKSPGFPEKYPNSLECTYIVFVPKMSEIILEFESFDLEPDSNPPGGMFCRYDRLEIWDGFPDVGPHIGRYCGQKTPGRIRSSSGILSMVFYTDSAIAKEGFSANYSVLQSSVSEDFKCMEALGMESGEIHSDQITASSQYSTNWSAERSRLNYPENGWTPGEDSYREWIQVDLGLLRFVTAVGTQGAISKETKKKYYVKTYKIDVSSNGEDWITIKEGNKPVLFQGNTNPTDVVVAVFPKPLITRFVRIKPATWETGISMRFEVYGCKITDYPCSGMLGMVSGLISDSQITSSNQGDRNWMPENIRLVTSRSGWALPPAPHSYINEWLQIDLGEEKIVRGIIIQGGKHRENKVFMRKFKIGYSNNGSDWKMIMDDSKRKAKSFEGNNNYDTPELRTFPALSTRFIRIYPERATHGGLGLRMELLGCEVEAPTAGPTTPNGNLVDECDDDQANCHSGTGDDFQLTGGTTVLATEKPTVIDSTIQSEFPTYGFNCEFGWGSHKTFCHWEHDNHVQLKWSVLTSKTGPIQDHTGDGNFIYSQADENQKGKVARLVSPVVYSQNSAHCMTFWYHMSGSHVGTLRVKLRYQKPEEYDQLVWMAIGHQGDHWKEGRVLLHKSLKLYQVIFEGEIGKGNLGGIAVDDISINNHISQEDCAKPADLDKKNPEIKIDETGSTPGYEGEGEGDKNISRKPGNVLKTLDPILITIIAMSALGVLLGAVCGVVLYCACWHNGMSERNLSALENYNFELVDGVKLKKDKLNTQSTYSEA
DNMT1 inh = human DNMT1 methyltransferase inhibitors, primary screen, biochemical, molecular beacon, fluorescence, HinP1I cleavage, uHTS | DNA (cytosine-5)-methyltransferase 1 (Homo sapiens), P26358 | inhibition (reported as % activation of signal), % at 10 µM | hit rate 0.83% among 360,000 | AID 588458, 2011; in the data active = inhibition above about 50%
Scp-1 inhibitor = Scp-1 phosphatase inhibitors, primary screen, biochemical, colorimetric, uHTS; AID 493091, 2011; hit rate 0.88% among 340,000; Recombinant Scp1, phosphopeptide, malachite green phosphate absorbance; inhibition, % at 20 µM; Carboxy-terminal domain RNA polymerase II polypeptide A small phosphatase 1 (Homo …;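 active = inhibition above about 50% at 20 µM, limit read from the data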;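 note: plate controls were DMSO wells with enzyme for no effect and wells lacking enzyme for full effect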
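Material – SCP-1 phosphatase catalytic domain, residues 76-261 · Buffer or medium – Acidic Tris acetate buffer with magnesium and detergent · Also added – Phospho 17-mer peptide substrate · Compound – single 20 µM dose, 1% DMSO · Times – 45 min room-temperature reaction, 5 min colour, 30 min stabiliser · Technique – Phosphate-binding colour reagent, absorbance read at 630 nm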
MsrA inhibitor = bovine MsrA enzyme inhibitors, primary screen, biochemical, absorbance, HTS; inhibition, % at 15.5 µM; Methionine sulfoxide reductase A (Bos taurus); hit rate 0.75% among 360,000; purified bovine MsrA, absorbance read-out; AID 651718, 2012; in the data active = inhibition above about 4.5%;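 note: 0% = vehicle wells with enzyme and 100% = reference inhibitor wells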
TbMetRS inhib = T. brucei MetRS inhibitors, primary screen, biochemical, luminescence. purified T. brucei MetRS, ATP depletion, Kinase-Glo luminescence. inhibition, % at 11.9 µM. hit rate 0.4% among 360,000. AID 624268, 2012;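 active = inhibition above a per-plate cutoff of the control wells' mean inhibition plus 3 SD, cut at about 5.5% in these data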;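 note: 0% = DMSO wells median and 100% = median of wells with control inhibitor compound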
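Material: T. brucei methionyl-tRNA synthetase, purified; reagent: substrates ATP, L-methionine and bulk Escherichia coli tRNA; dosing: 11.9 µM single point; timing: 15 min plus 2 h at 25 °C; detection: luminescence of leftover ATP; evaluation: % inhibition; control set: DMSO-only wells as low control; replicates: singlicate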
SUMO1 PPI mod = modulators of SUMO1 protein-protein interactions, primary screen, biochemical, uHTS. hit rate 0.33% among 360,000. Small ubiquitin-related modifier 1 (Homo sapiens), P63165. SUMO1 binding to a labelled peptide, TR-FRET, 1 h. inhibition, % at 20 µM; in the data active = inhibition above about 37%
Target sequence (P63165 whole entry, looked up): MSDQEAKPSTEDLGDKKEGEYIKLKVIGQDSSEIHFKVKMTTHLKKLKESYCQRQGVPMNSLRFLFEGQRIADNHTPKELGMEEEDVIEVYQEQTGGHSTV
bovine MsrA act = bovine MsrA enzyme activators, primary screen, biochemical, absorbance, HTS; Methionine sulfoxide reductase A (Bos taurus); purified bovine MsrA, absorbance read-out; activation, % at 10.6 µM; hit rate 0.3% among 360,000; in the data active = activation above about 7.5%;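 note: 0% = vehicle and 100% = reference activator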
Numbers without * were called inactive; x = no result given.

SMILES	STEP inh	E coli Lon inh	LMPTP inh	NRP1-CendR mod	DNMT1 inh	Scp-1 inhibitor	MsrA inhibitor	TbMetRS inhib	SUMO1 PPI mod	bovine MsrA act
CCCS(=O)(=O)c1nc(C)cc(C)c1S(C)(=O)=O	-1.8	11.3	-0.6	-29.1	-0.3	-6.4	-0.8	-0.9	-4.5	-0.7
Cc1ccc2c(c1)NC(=O)C(CC(=O)NCc1cccnc1)O2 (stereo not drawn)	0.7	13.1	-1.3	0.8	-0.7	-8.0	-0.3	-0.2	-2.2	-0.2
COc1cccc(NC(=O)Nc2nnc(N3C(C)CCCC3C)s2)c1 (stereo not drawn)	0.0	2.9	2.5	-10.6	-2.9	-9.0	-0.6	-0.2	2.1	-1.7
O=[N+]([O-])c1cc(C(F)(F)F)ccc1Sc1ccc2ccccc2n1	0.6	0.3	1.0	2.7	-2.0	2.5	-1.0	0.1	-11.4	-0.3
CC(C)(C)OC(=O)C[C@@H]1C/C=C\C[C@H](CC(=O)N[C@H](CO)Cc2ccccc2)C(=O)N[C@H](C(C)(C)C)COC1=O	1.9	4.4	7.8	2.6	1.8	0.8	0.8	0.0	0.3	-0.2
Cc1ccc([N+](=O)[O-])c(OCCN2CCNCC2)c1	-2.7	-9.0	-3.2	5.9	-1.6	-10.3	-0.5	0.4	-5.6	-1.3
Cc1cc(C)c2nc(NC(=O)C3CCCO3)sc2c1 (stereo not drawn)	4.3	9.0	0.9	6.7	-2.4	-1.6	-1.1	-0.5	-1.7	-0.3
COc1c2ccoc2nc2c(OC)cccc12	-4.3	-2.0	-1.0	-1.7	-1.2	-5.2	0.0	-1.2	-13.1	-0.8
CCn1c2ccc(C)cc2c2nc3cc(C(=O)O)ccc3nc21	1.2	2.0	0.2	2.5	-0.8	-2.6	1.6	0.7	4.3	-2.3
CCOC(=O)C1=NNC(C(=O)c2ccccc2)C1c1ccc(C)cc1 (stereo not drawn)	1.4	-4.0	-11.3	-7.8	0.8	-19.2	0.0	-0.6	2.8	1.2
Cc1ccccc1Nc1nc(-c2ccccc2)c(C(=O)Nc2cccnc2)s1	0.6	-4.8	2.5	-5.0	-9.4	-4.0	2.2	-0.6	-8.6	-4.2
Cn1c(SCc2nc(-c3ccccc3)no2)nnc1-c1ccco1	-1.7	2.5	0.0	-0.2	5.5	-4.8	3.2	-0.4	-0.4	-2.4
CCn1cc(C(=O)N2CCCC2)c(=O)c2cc(S(=O)(=O)N3CCC(C)CC3)ccc21	-2.4	-4.8	-0.7	6.0	2.1	-4.7	1.8	-0.3	-0.9	0.7
COc1ccc(NC(=O)Cn2c(C)csc2=O)c(OC)c1	0.0	-11.3	0.7	-8.1	-7.0	-2.8	-1.2	-0.7	-1.1	-5.7
Cc1nn(C)cc1C(=O)NNC(=S)Nc1ccc(Cl)cc1	2.2	-7.9	-1.1	15.1	-10.2	-2.2	-1.4	0.3	-4.3	-4.7
Cc1ccc(-n2ncc3c2CCCC3NC(=O)CCCN2CCCC2=O)cc1C (stereo not drawn)	-1.0	-11.0	-1.2	14.2	2.5	-2.4	-0.2	-0.5	-7.1	-5.0
CCCCc1c(C)nc(Nc2ccc(OC)cc2)[nH]c1=O	-0.8	-4.5	0.2	0.0	2.4	-8.2	0.4	-0.4	-0.6	-3.5
COc1ccc(-c2nc(N3CCC(C)CC3)[nH]c(=O)c2C#N)cc1	-0.5	0.1	0.0	-0.2	-0.9	-10.7	0.7	0.1	0.4	-1.1
COCCNC(=O)C(C)Oc1ccccc1 (stereo not drawn)	-1.2	-3.2	-0.7	-10.8	1.2	2.9	1.9	-0.5	-1.2	-0.5
CCOC(=O)c1cnc(-n2nc(C)cc2C)nc1Oc1ccc(C(=O)OC)cc1	-1.8	-9.1	-0.5	-12.6	-2.2	7.6	0.0	-0.2	1.6	-1.9

Brought forward from above: 3 entries; new compounds follow.
SMILES	STEP inh	E coli Lon inh	LMPTP inh	NRP1-CendR mod	DNMT1 inh	Scp-1 inhibitor	MsrA inhibitor	TbMetRS inhib	SUMO1 PPI mod	bovine MsrA act
COc1ccc(-c2nc(N3CCC(C)CC3)[nH]c(=O)c2C#N)cc1	-0.5	0.1	0.0	-0.2	-0.9	-10.7	0.7	0.1	0.4	-1.1
COCCNC(=O)C(C)Oc1ccccc1 (stereo not drawn)	-1.2	-3.2	-0.7	-10.8	1.2	2.9	1.9	-0.5	-1.2	-0.5
CCOC(=O)c1cnc(-n2nc(C)cc2C)nc1Oc1ccc(C(=O)OC)cc1	-1.8	-9.1	-0.5	-12.6	-2.2	7.6	0.0	-0.2	1.6	-1.9
CN1CCC[C@@H]1CCNC(=O)c1c(-c2ccc3c(c2)OCO3)noc1-c1ccsc1	-3.4	15.1	-3.5	4.0	-0.8	5.4	-0.6	-0.3	-35.3	-14.5
Cc1c(Br)c(=O)oc2c(Br)c(O)c(O)cc12	8.3	-8.8	2.3	-79.3	14.2	-11.1	0.5	0.6	22.1	4.2
N#Cc1ccccc1NCc1ccccc1	-4.1	3.1	0.3	5.0	-2.0	3.2	0.2	-0.6	4.3	-2.0
CC1(c2ccc(OC(F)F)cc2)NC(=O)N(CC(=O)Nc2ccc(Cl)cc2F)C1=O (stereo not drawn)	-2.4	2.8	0.5	16.2	-2.3	-10.1	0.7	-0.9	-1.7	-4.2
CC(C)CN1C(=O)c2ccc(C(=O)Nc3ccccc3C(=O)O)cc2C1=O	-1.2	-1.7	-0.5	-2.6	-3.3	-18.9	0.7	-0.1	-22.4	-2.6
COc1ccc(COCC(O)CN2CCN(S(=O)(=O)c3ccc(C(C)C)cc3)CC2)cc1 (stereo not drawn)	1.4	-10.2	-0.6	1.9	-3.7	-8.2	-0.1	-0.4	3.3	-1.4
O=C(NCCO)C1COc2ccccc2O1 (stereo not drawn)	3.0	-1.6	-0.2	5.1	-1.1	-4.4	-0.1	-0.3	-1.0	-2.1
O=C(CCCc1ccccc1)Nc1ccnn1C1CCN(Cc2ccccc2F)CC1	-1.7	-4.9	-0.8	1.1	-0.3	-9.5	0.2	0.0	5.2	-0.5
Cc1cc(C(F)(F)F)n2ncc(-c3cccc(Br)c3)c2n1	2.4	-16.6	0.2	15.6	1.2	-6.0	1.6	-1.5	1.2	-10.7
COc1ccc(CN=C2NC(=O)CC(C(=O)Nc3ccc(F)cc3)S2)cc1 (stereo not drawn)	-1.3	-3.4	-1.1	-13.2	0.7	-2.6	-0.8	0.5	-1.6	-3.1
CN(CC(=O)Nc1ccc(F)cc1)C(=O)c1cc2c(s1)CCCCC2	-2.8	-4.3	1.1	-12.9	0.1	-6.9	-0.4	-0.3	4.5	-3.5
Cc1ccc2nc(C)c(C(=O)NN=C3CCCCCC3)n2c1	-3.4	-1.1	-1.4	-7.6	4.6	1.2	2.4	-1.0	-0.6	-12.2
COc1cc(/C=N\NC(=O)c2ccc(=O)[nH]n2)cc(OC)c1OC	0.3	-13.0	1.0	-3.0	5.2	-8.1	4.1	-0.6	-14.2	-4.4
O=C(CSc1cccc[n+]1[O-])N1CCc2ccccc21	1.5	0.2	-0.5	4.1	2.2	18.8	-0.7	0.1	-3.5	-1.1
Cc1c(C(=O)NCc2ccccc2)c(-c2ccccc2)nn1-c1ccccc1	1.0	-5.0	2.4	-9.5	0.7	-11.0	-1.1	0.1	-1.6	0.9
C#CCN(C[C@H]1[C@H](OC(=O)Nc2cccs2)[C@H](OC(=O)Nc2cccs2)C[C@H]2C(=O)N(c3ccccc3)C(=O)[C@@H]12)S(=O)(=O)c1ccc(C)cc1	3.1	-0.1	1.6	-8.2	-6.8	x	2.2	-0.9	-2.0	-5.6
O=C(Cn1c(=O)[nH]c2ccsc2c1=O)NC1CCCCC1	2.5	9.9	2.7	-3.8	5.0	0.4	0.5	0.8	3.1	0.2
Cc1ccc(NC(=O)COC(=O)c2nn(C)cc2Cl)cc1	-0.2	-11.5	0.1	5.9	1.8	-5.8	-0.3	-0.4	9.1	-0.4
Cc1ccc(NC(=O)Cn2c(=O)n(CCCCC(=O)NCc3ccco3)c(=O)c3ccccc32)cc1	2.1	-2.2	-0.9	-1.1	-3.4	1.9	-0.1	-0.8	-0.7	-3.5
COc1ccc(OC)c(NC(=O)CN2CCC(C(=O)c3ccc(C)cc3)CC2)c1	1.3	0.2	0.6	-0.9	-6.3	2.3	-0.3	-0.5	0.9	-3.2
CCCCCC(=O)N1C[C@@H](n2cc(COC(=O)c3ccccc3)nn2)[C@H](O)C[C@@H]1c1ccccc1	0.0	-3.0	-2.2	-17.0	-8.2	x	-0.2	-0.9	1.6	-2.1
CN1C(=O)CC(N2CCN(c3ccc(Cl)cc3)CC2)C1=O (stereo not drawn)	0.7	-3.3	-0.4	-5.6	-0.4	-6.8	0.5	0.1	4.3	-2.8
CCCN1CCN(C(=O)c2cccc3c2C(=O)N(CCOC)C3)CC1	-2.0	-16.8	-1.2	4.9	1.9	-6.5	0.2	-0.7	0.1	-0.5
O=C(N/N=C/c1ccc2c(c1)OCO2)c1sc2cc(Cl)ccc2c1Cl	5.0	7.9	1.9	1.9	67.2*	3.0	-0.2	-0.3	-2.1	-6.9
COc1cc(CCCN2C(=S)NC[C@H]2Cc2ccc(O)cc2)cc(OC)c1OC	2.6	-2.5	-0.7	6.4	1.0	4.0	0.0	-0.3	5.5	-3.2
CCCCN(C(=O)c1cc(-c2ccncc2)nc2ccccc12)c1c(N)n(CC(C)C)c(=O)[nH]c1=O	-1.4	-10.4	0.6	-7.5	-12.3	-5.5	0.0	-0.2	-7.4	-8.9
COc1ccc(CNC(=O)N2CCc3ccccc3C2)cc1	-3.2	8.9	0.2	8.7	-0.6	-5.9	-0.2	-0.2	-0.7	-1.2
CC(=O)CCc1oc2c([N+](=O)[O-])cccc2c1-c1ccc(C)o1	-2.3	-8.3	0.4	7.2	-5.6	-16.6	2.4	-0.1	-10.4	0.3

Bioassay records as filed in PubChem.
